Statin myotox sup: protects C2C12 myotubes from simvastatin toxicity; 0.78% of 330,000 active; rescue of ATP level, % at 7.49 µM; ATP luminescence, 48 h; scaled: DMSO 0, geranylgeraniol control 100; AID 602340;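 active = mean ATP rescue above about 67%, or every replicate alone reaching that limit, limit read from the data, passing the limit was not always enough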;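 note: myotubes were challenged with 10 µM simvastatin during compound exposure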
LGR2 inh: Drosophila LGR2 receptor signaling inhibition; 0.35% of 380,000 active; HEK293 LGR2, CRE-luciferase, bursicon-stimulated, 4 h; inhibition, % at 9.99 µM;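 active = drop in luminescence signal, shown as inhibition above about 50% in the replicate tests, limit read from the data, passing the limit was not always enough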;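 note: agonist challenge used bursicon conditioned medium at about half maximal strength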
ERAP1 HTS inh: inhibitors of human ERAP1 aminopeptidase; Q9NZ08; inhibition, % at 10.7 µM; AID 652197; 0.15% of 340,000 active; recombinant ERAP1, Leu-AMC fluorescence, 60 min;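 active = mean replicate inhibition of at least 30%, or all replicates individually reaching that 30% level; inactive = mean below 30% and not every replicate reaching it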;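 note: 0% = neutral control wells and 100% = L-leucinethiol positive control wells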
Target sequence (Q9NZ08 whole entry, looked up): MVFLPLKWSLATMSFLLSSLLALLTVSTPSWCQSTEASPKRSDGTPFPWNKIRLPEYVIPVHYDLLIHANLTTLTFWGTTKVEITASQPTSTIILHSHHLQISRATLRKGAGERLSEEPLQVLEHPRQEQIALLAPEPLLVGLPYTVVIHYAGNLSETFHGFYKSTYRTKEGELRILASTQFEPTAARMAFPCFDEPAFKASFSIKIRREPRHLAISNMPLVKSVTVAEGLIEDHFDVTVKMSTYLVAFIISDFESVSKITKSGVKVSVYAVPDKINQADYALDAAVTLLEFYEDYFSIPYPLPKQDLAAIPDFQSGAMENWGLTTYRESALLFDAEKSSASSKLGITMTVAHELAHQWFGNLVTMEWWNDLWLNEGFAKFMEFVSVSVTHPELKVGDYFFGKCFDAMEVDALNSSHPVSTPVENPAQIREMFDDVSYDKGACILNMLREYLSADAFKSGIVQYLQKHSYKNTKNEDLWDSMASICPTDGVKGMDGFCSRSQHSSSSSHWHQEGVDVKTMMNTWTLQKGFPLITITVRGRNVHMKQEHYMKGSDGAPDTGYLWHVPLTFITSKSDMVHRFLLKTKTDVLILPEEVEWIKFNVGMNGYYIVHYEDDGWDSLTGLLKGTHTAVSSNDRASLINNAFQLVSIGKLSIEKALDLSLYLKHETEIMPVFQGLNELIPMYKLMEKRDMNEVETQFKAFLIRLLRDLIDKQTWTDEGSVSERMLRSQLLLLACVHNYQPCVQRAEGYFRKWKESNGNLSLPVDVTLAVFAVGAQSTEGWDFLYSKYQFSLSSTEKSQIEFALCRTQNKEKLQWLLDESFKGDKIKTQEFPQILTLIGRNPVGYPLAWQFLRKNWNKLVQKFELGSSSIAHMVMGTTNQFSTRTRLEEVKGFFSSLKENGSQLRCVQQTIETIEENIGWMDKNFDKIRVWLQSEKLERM
Cneo AK release: Cryptococcus neoformans lysis via adenylate kinase release; C. neoformans lysis, adenylate kinase release luminescence, 4 h; normalised: neutral wells 0, clomiphene wells 100; AID 651654; lysis activity, % at 15 µM; 0.2% of 360,000 active;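 active = mean lysis activity across replicates of at least 80%, whatever share of replicates individually reach that level; inactive = mean lysis activity below 80%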
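Material: C. neoformans cells; Schedule: 4 h static compound exposure, 37 °C, read 1 h post-reagent; Measured by: adenylate kinase release luminescence; Read-out: signal increase indicating cell lysis; Controls: Clomiphene as positive lysis control.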
PGC1a acetyl inh: lowers PGC1a acetylation signal in U2OS cells; inhibition, % at 15.6 µM; AID 651687; AlphaScreen anti-acetyl-lysine; with virally co-expressed GCN5 acetyltransferase; 0.17% of 350,000 active;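 active = every replicate shows inhibition of at least 40%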;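 note: 0% = neutral control wells and 100% = positive control wells; some results beyond the cut were filed as inactive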
XiGFP reactiv: reactivates the inactive X chromosome in mouse fibroblasts; XiGFP mouse fibroblasts, % GFP-positive cells imaging, 3 d; cells co-treated with 5-aza-dC sensitizer; scaled so ellipticine positive control = 100%; activation, % at 7.58 µM; 0.055% of 360,000 active; AID 743238;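 active = mean normalized replicate activation at least 10% and every replicate at or above 10%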;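 note: 0% = median of on-plate neutral control wells and 100% = ellipticine 6 µM median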
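Schedule: 3 d treatment, 15 min room-temperature fixation; system: 68-5-11 XiGFP fibroblast line; buffer or medium: DMEM plus 5-aza-dC sensitizer; control set: ellipticine 6 µM positive control; compound: one concentration, pinned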
SIRT5 inh: blocks human SIRT5 desuccinylation of peptide | inhibition, % at 15 µM | AID 652115 | Purified SirT5, succinyl-peptide AMC, trypsin-coupled fluorescence | 1.1% of 330,000 active; in the data active = inhibition above about 15%
S100A4 inh HTS: S100A4-myosin IIA interaction inhibition; 0.14% of 360,000 active; S100A4/TAMRA-MyoIIA peptide fluorescence polarization; P26447; AID 652163; inhibition, % at 10.7 µM;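 active = mean inhibition of at least 70% across replicates, with every replicate also reaching that level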
Target sequence (P26447 whole entry, looked up): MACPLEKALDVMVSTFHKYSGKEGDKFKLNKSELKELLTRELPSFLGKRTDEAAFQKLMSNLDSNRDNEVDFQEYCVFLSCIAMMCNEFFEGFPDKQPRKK
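Material: S100A4 monomer (human). Medium: Calcium-containing HEPES buffer, pH 7.2. Probe or stimulus: labelled myosin peptide probe, 5 nM. Compound dosing: one concentration per compound. Timing: polarization read 5 min after assay mix addition, stable 5–60 min. Benchmarks: DMSO as neutral control, TFP as positive control.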
Numbers without * were called inactive; nt = not tested or not shown; & = joins results of further samples. An excerpt (hit frequency here may not be typical).

SMILES | Statin myotox sup | LGR2 inh | ERAP1 HTS inh | Cneo AK release | PGC1a acetyl inh | XiGFP reactiv | SIRT5 inh | S100A4 inh HTS
O=C(C[C@H]1C=C[C@@H](NS(=O)(=O)c2ccc(F)cc2)[C@H](CO)O1)NC1CCC1 | -4 | 27 | -4 | -2 | 13 | 0.5 | -5 | 1
CCCSc1ccc([C@@H]2[C@H]3C(=O)N(CC)C(=O)[C@H]3[C@]3(C(=O)OC)CCCCN23)cc1OC | 2 | nt | 2 | 1 | -7 | 0.1 | -3 | 1
COc1cc(C(=O)NCC(=O)N/N=C/c2ccco2)cc(OC)c1OC | 5 | -8 | -3 | -1 | -3 | 0.0 | 1 | -7
CCc1nc2ccc(C(=O)Nc3ccc(NC(C)=O)cc3)cn2c1N(C)CCCc1ccccc1 | 4 | 25 | -1 | -2 | -4 | 0.1 | 6 | 25
CC(C)NC(=O)Nc1cccc2c1O[C@@H](CN(C)S(=O)(=O)c1ccc(Cl)cc1)[C@H](C)CN([C@H](C)CO)C2=O | 1 | -9 | -2 | -3 | -11 | 0.0 | -6 | 1
COCC(=O)N/N=C\c1cccc(OC)c1OC/C=C/c1ccccc1 | nt | -3 | 0 | -2 | 1 | 0.4 | -1 | 4
COC(/C=C/Nc1ccc(Br)cc1)=C(C#N)C#N | -2 | -3 | 1 | -1 | -13 | nt | -1 | 2
C=CCN1CC(=O)N2C(c3ccccc3)c3[nH]c4ccccc4c3C[C@H]2C1=O (stereo partly drawn) | 15 | 9 | -5 | -3 | -12 | 0.1 | -3 | 3
C[C@@H]1CN([C@@H](C)CO)C(=O)c2cc(C#CC3CC3)cnc2O[C@@H]1CN(C)C(=O)Cc1ccccn1 | 13 | -6 | 2 | 2 | -4 | -1.0 | -1 | 7
CS(=O)(=O)c1ccc(Cl)c(NC(=O)Cc2c(F)cccc2Cl)c1 | nt | 28 | 0 | nt | nt | 0.3 | -6 | 0
CCCC(=O)Nc1ccc2c(c1)C(=O)N(C)[C@@H]1CC[C@H](CC(=O)NCC(F)(F)F)O[C@H]1CO2 | -5 | 2 | nt | nt | 5 | 0.2 | nt | nt
COCCCn1c(C23CC4CC(CC(C4)C2)C3)n[nH]c1=S | 16 | -9 | 2 | 1 | -4 | 0.3 | 3 | 1
C[C@H](CO)N1C[C@H](C)[C@H](CN(C)S(=O)(=O)c2ccccc2)Oc2ncc(-c3ccc(F)cc3)cc2C1=O | 25 | 2 | 0 | 2 | 6 | 0.1 | -3 | -4
COc1ccccc1NC(=O)Cc1c(F)cccc1Cl | nt | 1 | nt | -10 | -5 | 0.3 | nt | nt
Cc1ccc2c(c1)N(C(=O)CCC(=O)NCCN1CCOCC1)CCO2 | -4 | -4 | 4 | 1 | -9 | 0.1 | 0 | 2
COc1ccc(CNS(=O)(=O)CCNC(=O)c2cccc(OC)c2)cc1 | -4 | -5 | -3 | 2 | -10 | 0.1 | 0 | -4
C[C@@H]1CN([C@H](C)CO)C(=O)c2cc(NC(=O)Nc3ccccc3)ccc2O[C@H]1CN(C)Cc1ccncc1 | 11 | 12 | -1 | 57 | 9 | -1.1 | 2 | 6
CC(C)(C)OC(=O)[C@H](Cc1ccccc1)NC(=O)c1nc[nH]c1C(=O)NC1CCN(C(=O)OC(C)(C)C)CC1 | 11 | 25 | -2 | 5 | nt | 0.0 | nt | 55
CCN(c1ccccc1)S(=O)(=O)c1ccc(N2CCN(c3ccc(OC)cc3)CC2)nc1 | -8 | 21 | 1 | -1 | -4 | -0.1 | -2 | -10
CCC(C)NC(=O)c1ccc2c(c1)N(Cc1ccccc1)C(=O)CS2 (stereo not drawn) | 9 | -41 | 6 | 2 | -1 | 0.3 | -7 | -2

Looked up by compound from the list above (2):
SMILES | Statin myotox sup | LGR2 inh | ERAP1 HTS inh | Cneo AK release | PGC1a acetyl inh | XiGFP reactiv | SIRT5 inh | S100A4 inh HTS
CCCC(=O)Nc1ccc2c(c1)C(=O)N(C)[C@@H]1CC[C@H](CC(=O)NCC(F)(F)F)O[C@H]1CO2 | -5 | 2 | nt | nt | 5 | 0.2 | nt | nt
C[C@@H]1CN([C@@H](C)CO)C(=O)c2cc(C#CC3CC3)cnc2O[C@@H]1CN(C)C(=O)Cc1ccccn1 | 13 | -6 | 2 | 2 | -4 | -1.0 | -1 | 7

Shown tab-delimited: part of the list above.
Molecule	Statin myotox sup	LGR2 inh	ERAP1 HTS inh	Cneo AK release	PGC1a acetyl inh	XiGFP reactiv	SIRT5 inh	S100A4 inh HTS
C[C@@H]1CN([C@@H](C)CO)C(=O)c2cc(C#CC3CC3)cnc2O[C@@H]1CN(C)C(=O)Cc1ccccn1	13	-6	2	2	-4	-1.0	-1	7
CS(=O)(=O)c1ccc(Cl)c(NC(=O)Cc2c(F)cccc2Cl)c1	nt	28	0	nt	nt	0.3	-6	0
CCCC(=O)Nc1ccc2c(c1)C(=O)N(C)[C@@H]1CC[C@H](CC(=O)NCC(F)(F)F)O[C@H]1CO2	-5	2	nt	nt	5	0.2	nt	nt

Additional entries follow:
SMILES | Statin myotox sup | LGR2 inh | ERAP1 HTS inh | Cneo AK release | PGC1a acetyl inh | XiGFP reactiv | SIRT5 inh | S100A4 inh HTS
Cc1cc(NC(=O)CN(C)S(=O)(=O)c2cccc(Cl)c2)no1 | nt | 39 | 4 | nt | 4 | 0.1 | 1 | -7
CN(N=Nc1cccc([N+](=O)[O-])c1)c1ccccc1 | 11 | -97 | -1 | -2 | 1 | -0.1 | -3 | 0
CC(=O)N1[C@H](Cc2ccccc2)C=C[C@]1(C)C(=O)NCCc1c[nH]c2ccccc12 | 19 | 1 | 0 | -4 | nt | 0.1 | -6 | 7
C[C@@H]1CN([C@@H](C)CO)C(=O)CCCn2nncc2CO[C@@H]1CN(C)Cc1ccccc1C(F)(F)F | 8 | 11 | 4 | 8 | -5 | 0.2 | 2 | -8
C[C@H]1CCCCO[C@@H](CN(C)C(=O)Nc2ccc(F)cc2)[C@@H](C)CN([C@@H](C)CO)C(=O)c2cc(NC(=O)c3ccncc3)ccc2O1 | nt | 9 | 0 | -2 | -7 | -0.1 | -3 | -17
CCN1CCN(C(=O)c2ccc(CS(=O)(=O)Cc3ccccc3Cl)o2)CC1 | 0 | 7 | -3 | 2 | 5 | 0.2 | nt | -3
S=C(c1ccc(-c2ccc(Cl)cc2Cl)o1)N1CCCC1 | nt | -40 | 0 | -5 | -3 | 0.0 | -1 | -4
Cc1ccc(CN2CCC[C@]3(N[C@H](c4ccc(C)cc4)[C@@H]4C(=O)N(Cc5ccccc5)C(=O)[C@@H]43)C2=O)cc1 | 10 | nt | 0 | -1 | 1 | -0.1 | 0 | -2
Cc1ccccc1-c1nc(C#N)c(NCc2ccco2)o1 | nt | 3 | 11 | nt | nt | 0.0 | -5 | -1
CCOCCCNC(=O)C(NC(=O)c1ccc(NC(C)=O)cc1)c1ccc(Cl)cc1 (stereo not drawn) | nt | -3 | 2 | nt | nt | 0.0 | nt | -6
O=C(C[C@@H]1C=C[C@@H](NC(=O)c2cccc(F)c2)[C@H](CO)O1)NCc1ccc(Oc2ccccc2)cc1 | 6 | 0 | 2 | 7 | 1 | -0.4 | 0 | 7
C[C@H](CO)N1C[C@H](C)[C@H](CN(C)Cc2ccccc2)Oc2ccc(NC(=O)NC3CCCCC3)cc2C1=O | -2 | 11 | -2 | -1 | -5 | -0.8 | 5 | 3
COCC(=O)Nc1ccc2c(c1)[C@H]1C[C@H](CC(=O)NCc3ccc(Cl)cc3)O[C@H](CO)[C@H]1O2 | 4 | -10 | nt | 2 | 9 | -0.1 | nt | nt
C[C@@H]1CN([C@@H](C)CO)C(=O)c2cc(NC(=O)c3ccccc3)ccc2O[C@@H](C)CCCCO[C@@H]1CN(C)Cc1ccccc1 | nt | 15 | nt | -8 | 0 | 0.1 | nt | nt
COc1ccc(NC(=O)c2sc3ncn(CC(=O)N4CCCCC4)c(=O)c3c2C)cc1OC | -10 | -8 | 2 | 8 | -4 | 0.0 | 3 | 2
O=C1CC(NS(=O)(=O)c2cc(F)ccc2F)CN1c1cccc(F)c1 (stereo not drawn) | 13 | -2 | 0 | nt | 12 | -0.1 | -2 | 1
O=C(NCc1ccccn1)c1cn(-c2ccccc2)nc1-c1ccc(Cl)cc1 | nt | 3 | nt | 3 | 3 | -0.1 | nt | nt
C[C@@H]1CN([C@H](C)CO)C(=O)c2cc(NC(=O)Cc3cn(C)c4ccccc34)ccc2O[C@H]1CN(C)C(=O)Nc1ccc(C(F)(F)F)cc1 | nt | 7 | 0 | 61 | -6 | -0.6 | 2 | -4
COCCCNC(=O)C(CC(N)=O)NC(=O)OCc1ccccc1 (stereo not drawn) | -2 | 14 | 2 | 0 | 4 | 0.1 | 4 | 3
Cc1ccc(C(=O)Nc2ccc(C(=O)N3CCCCC3)cc2)o1 | -24 | -19 | 2 | 0 | 6 | 0.0 | 2 | -12
O=c1ccc(/C=C/c2ccccc2)nn1Cc1ccccc1 | 0 | 6 | nt | 5 | -1 | nt | nt | nt
CCOc1ccc2oc(C(=O)N3CC(C)OC(C)C3)c(C)c2c1 (stereo not drawn) | nt | -6 | 0 | 0 | -1 | 0.4 | -2 | 0
C[C@@H]1CN([C@@H](C)CO)C(=O)c2cc(C#CC3CCCCC3)cnc2O[C@@H]1CN(C)C(=O)Cc1ccccn1 | 3 | -1 | -2 | -2 | -16 | -0.4 | 11 | 8
Cc1ccc(Cl)cc1NC1=C/C(=N\S(=O)(=O)c2cccs2)c2ccccc2C1=O | 0 | 105* | -1 | 1&-4 | 8 | -0.1 | 1 | 21
CCN1C2OC3OC4C(OC3OC2N(CC)S1(=O)=O)N(CC)S(=O)(=O)N4CC (stereo not drawn) | 5 | nt | -1 | 0 | nt | 0.6 | 1 | 0
COc1ccc(NC(=O)N(C)C[C@H]2Oc3ccc(NS(C)(=O)=O)cc3C(=O)N([C@@H](C)CO)C[C@@H]2C)cc1 | -1 | -4 | 0 | 4 | 0 | 0.7 | -8 | -8
CC(=O)N1N=C2c3ccccc3CCC2C1c1cccs1 (stereo not drawn) | nt | nt | 2 | -1 | -4 | 0.2 | -4 | 6
CNC(=S)N/N=C1\CC(c2ccccc2)Oc2ccccc21 (stereo not drawn) | 64 | -17 | 2 | 2 | nt | -0.1 | -5 | 0
C[C@H](CO)N1C[C@H](C)[C@@H](CN(C)C)Oc2c(NS(=O)(=O)c3cccs3)cccc2C1=O | -1&4 | -3&1 | -3&1 | 0&0 | -2&17 | 0.1&-0.1 | -1&-8 | 2&1
Cc1cc(C)cc(NC(=O)C2CCCN(S(=O)(=O)c3cnc[nH]3)C2)c1 (stereo not drawn) | 18 | -4 | nt | 2 | nt | -0.1 | nt | -4
Cc1nn(C)c(Sc2ccccn2)c1[N+](=O)[O-] | nt | -4 | nt | 23 | -17 | 0.0 | nt | -5
CC(=O)c1ccc(NC(=O)CCc2c(C)nn(-c3ccc(N4CCOCC4)nn3)c2C)cc1 | -3 | -9 | 3 | -1 | nt | 0.0 | -7 | 2
CN(C(=O)c1cccs1)C1(C)CCS(=O)(=O)C1 (stereo not drawn) | 8 | 23 | -1 | 1 | -2 | 0.0 | -3 | -3
Cn1ccc(NC(=O)c2ccc(Cl)cc2)n1 | 17 | nt | 3 | 0 | 5 | -0.1 | 0 | -6
CCOC(=O)C1(C/C(C)=N/NC(N)=O)CC(C)OC1=O (stereo not drawn) | 13 | -8 | -1 | -1 | 14 | 0.0 | -1 | 3
Cc1ccc(C(=O)N/N=C2/NC(=O)CC(C(=O)Nc3ccccc3)S2)cc1 (stereo not drawn) | 13 | -9 | 2 | -6 | 3 | 0.0 | nt | -2
